# Dyrk1A ADPGlo: inhibitors of rat Dyrk1A kinase; inhibition, % at 12.5 µM; actives 0.43% (n = 310,000); Q63470; ADP-Glo luminescence, NFATc1 peptide; in the data active = inhibition above about 50%;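 also: plate controls were vehicle with enzyme for no effect and no enzyme for full effect; many of its hits are not listed in these tables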
# PolyA inh: inhibitors of polyadenylation in S. cerevisiae; S. cerevisiae SKY197-pL101 polyadenylation reporter, beta-gal luminescence; efflux-impaired pdr1/pdr3 knockout yeast; score 100 = 6 SD above DMSO; calls only at 12 µM; actives 0.02% (n = 300,000); AID 1875;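 active = lowest replicate activity score at least 50, where 100 means six control SD above control mean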;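 also: yeast exposed to compound for 9 h at 30 °C; higher score means more reporter readthrough which indicates perturbed polyadenylation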
# KCNK3 block: human KCNK3 channel inhibition, primary screen. B-score at 10 µM. O14649. CHO-KCNK3 thallium flux, FluxOR fluorescence; hits give low values. actives 0.84% (n = 340,000). AID 602410;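 active = B-score under library mean minus 4 SD, starting fluorescence ratio at most library mean plus 5 SD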;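 also: more negative B-score means stronger inhibition of thallium flux through KCNK3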
# KCNQ1 block: blocks the human KCNQ1 potassium channel | CHO-K1 KCNQ1, FluxOR thallium flux fluorescence; hits give high values | P51787 | AID 2642 | B-score at 10 µM | actives 1.3% (n = 310,000);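 active = compounds whose thallium flux B-score, printed positive for inhibition, exceeds three library SD while starting fluorescence stays within three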;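 also: channel opened by potassium depolarization with thallium stimulus after 20 min compound exposure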
# TRPC4 block: inhibitors of mouse TRPC4 channel | Q9QUQ5 | HEK293 TRPC4beta/mu-opioid, DAMGO-evoked Fluo4 calcium flux; hits give low values | B-score at 10 µM | actives 0.39% (n = 300,000) | AID 2247;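 active = B-score over 3 SD under the library average, no early fluorescence shift, positive overall ratio signal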
#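 Assay system: HEK293 cells with stable TRPC4beta plus mu-opioid receptor expression; Probe or stimulus: DAMGO in two steps, submaximal then maximal; Dosing: single-point compound dosing; Measured by: Fluo4 calcium-dye fluorescence, kinetic read; Read-out basis: B score from integrated Fluo4 fluorescence ratio.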
# KCNK9 inh: human KCNK9 channel inhibition; AID 488922; B-score at 10 µM; HEK293 KCNK9, FluxOR thallium flux fluorescence; hits give low values; actives 1.2% (n = 310,000); Q9NPC2;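 active = ratio B-score over 3 SD below the library mean, with starting fluorescence within 5 SD of its mean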;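 also: negative B-score means less thallium flux so channel inhibition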
# TRPC4 agonist: TRPC4 (mouse) channel activation | Q9QUQ5 | HEK293 TRPC4beta/mu-opioid, Fluo4 calcium fluorescence; hits give high values | B-score at 10 µM | actives 0.49% (n = 310,000);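 active = B-score above 5 SD of library B-scores, and initial fluorescence ratio not above library mean plus 5 SD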;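 also: positive B-score marks a calcium rise read as TRPC4 activation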
#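 Assay system: HEK293 stable line with TRPC4beta plus mu-opioid receptor; schedule: 45 min room-temperature Fluo4 loading, 110 s read; technique: kinetic Fluo4 calcium fluorescence; evaluation: integrated baseline-normalised fluorescence ratio, converted to per-well B score; controls: buffer (low) and maximal DAMGO (high)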
# TRPC4 PAM: TRPC4 (mouse) allosteric potentiation. actives 0.42% (n = 310,000). Q9QUQ5. HEK293 TRPC4beta/mu-opioid, DAMGO EC20, Fluo-4 Ca2+ flux; hits give high values. B-score at 10 µM;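 active = B-score of calcium response area above 5 SD of library B-scores, with initial fluorescence ratio within 5 SD of library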;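 also: B-score of integrated fluorescence ratio over time as area under calcium response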
# KCNQ1 pot: potentiates or activates the human KCNQ1 potassium channel. P51787. CHO-K1 KCNQ1, thallium flux FluxOR fluorescence; hits give high values. B-score at 10 µM. actives 0.35% (n = 310,000). AID 2648;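 active = fluorescence ratio B-score, a plate-corrected score, at least three library SD, with initial intensity B-score within 5 SD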
#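 Medium – assay buffer, equal DMSO in all wells · Material – CHO-K1 cell line with stable KCNQ1 potassium channel expression · Signal – kinetic FluxOR thallium fluorescence, 10-s 1-Hz baseline, 110-s post-stimulus read · Compound – single concentration per compound, DMSO matched to controls · Schedule – 37 °C overnight plating, 90-min dark dye load, 20-min compound pretreatment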
# Platelet DG rel: platelet dense granule release activity. human platelet-rich plasma, SFLLRN dense granule ATP release, luminescence. inhibition, %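 (compounds screened at 7.5 µM in platelet-rich plasma)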. actives 0.22% (n = 300,000). AID 1663;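 active = mean replicate score, as percent of positive control, at or above 50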
# hERG protect: compounds protecting human hERG from proarrhythmic drug block. Q12809. CHO-hERG, FluxOR thallium flux, dofetilide IC70 present. activation (rescue from dofetilide block), less the hit threshold, % at 10 µM. actives 0.51% (n = 310,000). AID 1511;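 active = activation above the mean of controls blocked by dofetilide plus 5 SD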;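 also: thallium influx through hERG after potassium depolarization seen as dye fluorescence rise; in these data hits start at about 4.7%; inactives centre near -7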
# Target sequence (Q12809 whole entry, looked up): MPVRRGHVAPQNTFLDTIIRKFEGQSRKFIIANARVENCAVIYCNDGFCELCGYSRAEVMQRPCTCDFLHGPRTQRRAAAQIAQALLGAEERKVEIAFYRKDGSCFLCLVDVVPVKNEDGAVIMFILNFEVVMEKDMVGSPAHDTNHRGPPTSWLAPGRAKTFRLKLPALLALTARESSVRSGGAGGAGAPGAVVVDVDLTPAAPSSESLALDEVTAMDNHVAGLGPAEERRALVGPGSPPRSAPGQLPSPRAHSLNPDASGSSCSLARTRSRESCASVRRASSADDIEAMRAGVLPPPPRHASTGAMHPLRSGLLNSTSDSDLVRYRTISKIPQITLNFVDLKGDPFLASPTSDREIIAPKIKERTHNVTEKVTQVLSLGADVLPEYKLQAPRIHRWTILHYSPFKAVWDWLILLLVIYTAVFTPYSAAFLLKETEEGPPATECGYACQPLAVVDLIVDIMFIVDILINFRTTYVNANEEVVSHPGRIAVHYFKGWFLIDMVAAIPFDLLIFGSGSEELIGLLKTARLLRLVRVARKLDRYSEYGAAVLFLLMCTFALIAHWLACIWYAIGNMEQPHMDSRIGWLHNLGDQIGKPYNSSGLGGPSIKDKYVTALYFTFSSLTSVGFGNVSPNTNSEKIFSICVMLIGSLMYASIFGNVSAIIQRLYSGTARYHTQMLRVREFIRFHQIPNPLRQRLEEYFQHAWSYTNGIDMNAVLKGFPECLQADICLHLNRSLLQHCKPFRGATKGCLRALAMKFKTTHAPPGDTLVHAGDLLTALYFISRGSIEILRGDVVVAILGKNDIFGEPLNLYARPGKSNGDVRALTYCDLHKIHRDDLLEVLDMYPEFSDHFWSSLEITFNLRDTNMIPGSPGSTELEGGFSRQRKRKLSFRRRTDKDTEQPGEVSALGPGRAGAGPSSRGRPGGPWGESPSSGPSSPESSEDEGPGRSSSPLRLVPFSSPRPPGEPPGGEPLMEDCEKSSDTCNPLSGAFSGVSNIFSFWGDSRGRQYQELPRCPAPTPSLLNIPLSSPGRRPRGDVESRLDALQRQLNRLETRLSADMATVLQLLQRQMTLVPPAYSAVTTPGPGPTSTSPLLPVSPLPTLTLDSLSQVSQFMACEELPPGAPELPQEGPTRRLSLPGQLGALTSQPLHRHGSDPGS
# * hit, by the source's call; i = inactive; · = not tested or not shown. A portion of the library; the hit share may differ from the screen's.
SMILES | Dyrk1A ADPGlo | PolyA inh | KCNK3 block | KCNQ1 block | TRPC4 block | KCNK9 inh | TRPC4 agonist | TRPC4 PAM | KCNQ1 pot | Platelet DG rel | hERG protect
C=CCN(c1ccc(C(=O)N2CCN(c3ccc(F)cc3)CC2)cc1)S(C)(=O)=O | -4 | i | i | i | i | i | i | i | i | 1 | -8
CCCCNC(=O)CN1C(=O)COc2ccc(S(=O)(=O)N3CCCCCC3)cc21 | -6 | i | i | i | i | i | i | i | i | -5 | -4
COc1ccc(Cn2nnnc2CN2CCc3ccccc32)cc1 | -2 | i | i | i | i | i | i | i | i | 0 | -5
O=C(NCC1CCCO1)c1cncc(Br)c1 (stereo not given) | · | i | i | i | i | i | i | i | i | 6 | -8
O=C(NCCN1CCOCC1)/C(=C/c1ccc(Cl)cc1)NC(=O)c1ccccc1 | -7 | i | i | i | i | i | i | i | i | -3 | -8
CCOc1ccc(NC(=O)C2CCCN2C(=O)Oc2ccccc2)cc1 (stereo not given) | -1 | i | i | i | i | i | i | i | i | -8 | -7
CN(CCO)c1cc(N2CCC3(CC2)OCCO3)c2nonc2c1[N+](=O)[O-] | 6 | i | i | i | i | i | i | i | i | 2 | -6
CCC(Sc1nc(N)c(NC(=O)c2ccc(Br)o2)c(=O)[nH]1)C(=O)O (stereo not given) | -2 | i | i | i | i | i | i | i | i | 15 | -8
CC1(c2ccc(OCC(N)=O)cc2)NC(=O)NC1=O (stereo not given) | -2 | i | i | i | i | i | i | i | i | 8 | -4
O=C(NCc1ccccc1)C1(c2ccccc2)CCN(S(=O)(=O)c2ccccc2)CC1 | 15 | i | i | i | · | i | i | i | i | 1 | -3
COc1cc(/C=C(/C#N)C(=O)Nc2ccccc2)c(Br)cc1OCc1ccc(C(=O)O)cc1 | 2 | i | i | i | i | i | i | i | i | 10 | -33
Cc1nc2ccccc2nc(=O)c1NNc1ccc([N+](=O)[O-])cc1 | 3 | i | i | i | i | i | i | i | i | 3 | -7
Cc1nc(C/C(=N\N)c2ccc(O)cc2O)cs1 | 2 | i | i | i | i | i | i | i | i | -12 | -12
CC(C)Oc1ccc(C2CC(=O)N(c3ccc(C(=O)O)cc3)C2=O)cc1 (stereo not given) | -1 | i | i | i | i | i | i | i | i | 3 | -7
Cc1cc(Nc2ccc(Br)cc2)nc2ccccc12 | -4 | i | i | i | i | i | i | i | i | -2 | -8
NC(=O)CN1CCN(S(=O)(=O)c2ccc(Br)cc2)CC1 | 1 | i | i | i | i | i | i | i | i | 1 | -10
COc1ccc(OCC(=O)Nc2ccccc2C(=O)NC(C)C)cc1 | 7 | i | i | i | i | i | i | i | i | -1 | -17
COc1cccc2sc3ccc(C#CC4(N)CCCCC4)cc3c(=O)c12 | 14 | i | i | i | i | i | i | i | i | 5 | -24
N#Cc1c(-c2ccccc2)cc(-c2ccc(O)cc2)nc1N | 3 | i | i | i | i | i | i | i | i | -2 | -2
Cc1ccc(NC(=O)COC(=O)CCn2c(C)csc2=O)c([N+](=O)[O-])c1 | 13 | i | i | i | i | i | i | i | i | -2 | -15
Cc1cccc(NC(=O)C(c2ccccc2Cl)N2CCOCC2)c1 (stereo not given) | 1 | i | i | i | i | i | i | i | i | -6 | -12
C=CCc1cccc(CNc2nc3ccccc3n2C)c1O | -4 | i | i | i | i | i | i | i | i | 2 | -5
O=C1NC(=O)/C(=C\c2ccc(Cl)nc2)S1 | 4 | i | i | i | i | i | i | i | i | 11 | -11
O=C1c2cccc3cccc(c23)C(=O)N1Cc1ccccc1 | 5 | i | i | i | i | i | i | i | i | -1 | -6
COC(=O)CSc1nnc(-c2ccc(S(=O)(=O)NCc3cccs3)cc2)o1 | -6 | · | i | i | i | i | i | i | i | 6 | -14
Cc1cccn2c(=O)c(/C=C(\C#N)S(=O)(=O)c3ccccc3)c(N3CCN(C)CC3)nc12 | 3 | i | i | i | i | i | i | i | i | 4 | -2
CCSC1=NCCN1S(=O)(=O)c1ccc(NC(C)=O)cc1 | 1 | i | i | i | i | i | i | i | i | 2 | -7
Cc1ccc(Cn2c(-c3nonc3N)nc3ccccc32)cc1 | 8 | i | i | i | i | i | i | i | i | 1 | -5
CCOC(=O)C1=C(c2ccccc2)NC(SCC(N)=O)=C(C#N)C1c1cccnc1 (stereo not given) | 0 | i | i | i | i | i | i | i | i | -4 | -3
CC(OCC(O)CN(C)Cc1nc2ccccc2c(=O)[nH]1)c1ccc(Cl)cc1 (stereo not given) | 9 | i | i | i | i | i | i | i | i | 24 | 0
Cc1ccc(S(=O)(=O)N2CCCSCC2)cc1 | -3 | i | i | i | i | i | i | i | i | -6 | -7
Nc1ccc(C(=O)Nc2ccc3nc(-c4cccnc4)[nH]c3c2)cc1 | 6 | i | i | i | i | i | i | i | i | 6 | -16
Cn1c(=O)c2cc(S(=O)(=O)NCCC(=O)Nc3ccc(Cl)cc3)ccc2n(C)c1=O | -6 | i | i | i | i | i | i | i | i | -10 | -14
O=C(CN(C(=O)CCC(=O)Nc1ccccn1)c1ccc2c(c1)OCO2)NCc1ccco1 | 2 | i | i | i | i | i | i | i | i | 2 | -9
CCn1c(SCC(=O)Nc2cc(C)on2)nnc1-c1ccncc1 | -17 | i | i | i | i | i | i | i | i | 1 | -9
O=C1c2cccc3cccc(c23)C(=O)N1CCCc1n[nH]c(=S)n1-c1ccccc1 | · | i | i | i | i | i | i | i | i | 6 | -9
COC(=O)c1ccc(N2C(=O)C3CC(C)=C(C)CC3C2=O)cc1 (stereo not given) | 0 | i | i | i | i | i | i | i | i | 1 | -6
COc1ccc(C)cc1NC(=O)C1CCCCC1C(=O)O (stereo not given) | -3 | i | i | i | i | i | i | i | i | -3 | -8
COc1ccc(C2CC(c3ccc4ccccc4c3)=NN2C(=O)CN2CCC(C(N)=O)CC2)cc1 (stereo not given) | -4 | i | i | i | i | i | i | i | i | 2 | -11
CC(C)(C)c1ccc(C(=O)Nn2c(CCC(=O)O)ccc2-c2cccs2)cc1 | -4 | i | i | i | i | i | i | i | i | 9 | -12
N/C(=N\OC(=O)c1cccc(Cn2cc(C(F)(F)F)ccc2=O)c1)c1ccc(Cl)cc1 | 2 | i | i | i | i | -12* | i | i | i | 15 | -10
CC(C)[C@H](NC(=O)c1ccccc1)C(=O)OCC(=O)N1CCN(C(=O)c2ccco2)CC1 | 0 | i | i | i | i | i | i | i | i | 10 | -1
CN(C)CCCn1c2c(c(SCC(=O)Nc3nccs3)nc1=O)CCC2 | 9 | i | i | i | i | i | i | i | i | -1 | -10
COc1cccc(NC(=O)C2CCN(S(=O)(=O)c3ccccc3)CC2)c1 | 3 | i | i | i | i | i | i | i | i | -1 | -6
CCN(CC)S(=O)(=O)c1cccc(NC(=O)c2cncc(Br)c2)c1 | 6 | i | i | i | i | i | i | i | i | -2 | -24
CCOc1ccc(NC2=CC(=O)CCC2)cc1 | 2 | i | i | i | i | i | i | i | i | -11 | -3
CC12CCC(C(=O)N3CCC(Cc4ccccc4)CC3)(C(=O)C1=O)C2(C)C (stereo not given) | -5 | i | i | i | i | i | i | i | i | -4 | -4
Cn1cc(C(=O)N2CCN(C(=O)c3ccco3)CC2)c2c3ccccc3n(C)c2c1=O | 2 | i | i | i | i | i | i | i | i | 2 | -11
CCOC(=O)c1sc(SC)c2c1CCCC2=O | -5 | i | i | i | i | i | i | i | i | -4 | -3
COc1ccc(NC(=O)NCCCN2CCCC2=O)cc1 | 7 | i | i | i | i | i | i | i | i | 2 | 1

# Quoted from above, 3 compounds:
SMILES | Dyrk1A ADPGlo | PolyA inh | KCNK3 block | KCNQ1 block | TRPC4 block | KCNK9 inh | TRPC4 agonist | TRPC4 PAM | KCNQ1 pot | Platelet DG rel | hERG protect
Cn1cc(C(=O)N2CCN(C(=O)c3ccco3)CC2)c2c3ccccc3n(C)c2c1=O | 2 | i | i | i | i | i | i | i | i | 2 | -11
CCOC(=O)c1sc(SC)c2c1CCCC2=O | -5 | i | i | i | i | i | i | i | i | -4 | -3
COc1ccc(NC(=O)NCCCN2CCCC2=O)cc1 | 7 | i | i | i | i | i | i | i | i | 2 | 1

# (list continues)
SMILES | Dyrk1A ADPGlo | PolyA inh | KCNK3 block | KCNQ1 block | TRPC4 block | KCNK9 inh | TRPC4 agonist | TRPC4 PAM | KCNQ1 pot | Platelet DG rel | hERG protect
CCOC(=O)C1=C(COC(=O)/C=C/c2cccc(Cl)c2)NC(=O)NC1C (stereo not given) | -2 | i | i | i | i | i | i | i | i | 6 | -3
Cc1ccc(CNCc2ccco2)cc1 | · | i | i | i | i | i | i | i | i | -2 | -5
COc1cccc2sc(NNC(=O)COc3ccccc3)nc12 | 0 | i | i | i | i | i | i | i | i | 3 | -11
CN(/N=C/c1cc([N+](=O)[O-])ccc1O)c1ccccc1 | -4 | i | i | i | i | i | i | i | i | 0 | -4
O=C(NC1CCCCCCC1)C1CCN(c2nc3ccccc3o2)CC1 | -4 | i | i | i | i | i | i | i | i | 2 | -8
Cc1cc(C)n(C(=O)c2ccc(C)c(F)c2F)n1 | -4 | i | i | i | i | i | i | i | i | -2 | -7
CCOC(=O)c1c(C2CCN(C(=O)OCC)CC2)nc2ccccn12 | 1 | i | i | i | i | i | i | i | i | 0 | -14
Cc1ccc(C)c(/C=N/Nc2ccccn2)c1 | 5 | i | i | i | i | i | i | i | i | 2 | -10
CC(C)n1c(SC2CCOC2=O)nc2ccccc21 (stereo not given) | · | i | i | i | i | i | i | i | i | -4 | 3
CCc1nc(OCc2ccco2)c2sc3nc4c(cc3c2n1)COC(C)(C)C4 | 3 | i | i | i | i | i | i | i | i | · | -9
CNC(=S)N/N=C/c1ccco1 | -2 | i | i | i | i | i | i | i | i | 0 | -5
Cc1cc(S(=O)(=O)NCCc2ccccc2)ccc1-n1cnnn1 | -6 | i | i | i | i | i | i | i | i | -7 | -5
O=C(NNC(=O)c1cccs1)c1ccncc1 | -2 | i | i | i | i | i | i | i | i | 5 | -4
COC(C[C@@H](O)C[C@H](O)COCc1ccccc1)OC | 25 | i | i | i | i | i | i | i | i | -2 | -10
O=C(NCc1ccc2c(c1)OCO2)C1CCN(S(=O)(=O)N2CCOCC2)CC1 | -1 | i | i | i | i | i | i | i | i | -6 | 1
O=C(COc1ccc(S(=O)(=O)NC2CCCCC2)cc1)NC1CCCC1 | 0 | i | i | i | i | i | i | i | i | -4 | -10
O=C(COC(=O)c1ccc2c(c1)OCCO2)NCc1ccccc1 | 3 | i | i | i | i | i | i | i | i | 3 | -6
